Source: PubChem (National Center for Advancing Translational Sciences (NCATS))
GAA spleen mod = qHTS Assay for Inhibitors and Activators of Human alpha-Glucosidase From Spleen Homogenate; Lysosomal alpha-glucosidase (Homo sapiens), P10253; Potency, µM (highest dose often 79.9 µM), for inactives: at the highest dose activity change, negative = inhibition, usual class: inhibitors; 240,000 tested, 0.006% active; human spleen homogenate, 4-MU-alpha-glucoside fluorescence;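 also: potency is read from the fitted curve at half-maximal effect; 0% = enzyme with vehicle and -100% = no enzyme basal signal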
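Compounds were titrated against alpha-glucosidase in spleen homogenate at pH 5.0, with 1 mM 4-methylumbelliferyl substrate for 40 min at 37 C. Reactions were quenched with pH 10 NaOH/glycine and fluorescence measured.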
HTT aggregate = qHTS Multiplex Assay to Identify Dual Action Probes in a Cell Model of Huntington: Aggregate Formation (GFP) | Potency, µM (doses to about 46.1 µM), for inactives: at the top dose activity change, negative = inhibition, actives largely listed as inhibitors | PC12 HttQ103-GFP aggregates, Acumen cytometry, 40 h | 220,000 tested, 1.1% active | AID 1688, 2009; also: potency is read from the fitted curve at half-maximal effect; % is scaled to controls: 0 for no effect and ±100 for the full control effect; nearly all actives have a fitted effect of over 60% in size
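Using laser scanning cytometry, GFP-positive aggregates were counted after lysis of PC12 cells induced with 100 nM tebufenozide to express HTT exon 1 Q103–GFP. Compounds were tested in titration.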
Lamin A splicing = qHTS Assay for Modulators of Lamin A Splicing; 200,000 tested, 0.01% active; Potency, µM (series often up to 46.1 µM), inactives show at the top dose ratio change, negative = inhibition, most hits filed as inhibitors; HeLa LMNA splicing GFP/RFP minigene ratio, 48 h; active = well fitted inhibition curve with a large enough effect in the signal ratio, with a control signal flat, not every such curve was filed as active; inconclusive = small, poorly fitted or top-dose-only effect, or effect the other way, or a change in a side signal; the % refers to the signal ratio; also: potency is read from the fitted curve at half-maximal effect; % is scaled to controls: 0 for no effect and ±100 for the full control effect
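Read-out is the ratio of GFP to DsRed2 object intensity, acquired by 488 nm laser-scanning cytometry on HeLa lamin A-EGFP minigene reporter cells. Compound incubation 48 hrs at 37 °C in Opti-MEM with 2% FBS; DMSO 0.5% final.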
CBFb-RUNX1 inh = qHTS Assay for Compounds Blocking the Interaction Between CBF-beta and RUNX1 for the Treatment of Acute Myeloid Leukemia | Runt-related transcription factor 1 (Homo sapiens) + Core-binding factor subunit beta … | AlphaScreen CBFb-His/RUNX1-biotin binding, biochemical | Potency, µM (series often up to 59.8 µM), for inactives: at the top dose activity, negative = inhibition, most hits filed as inhibitors | 230,000 tested, under 10 active | AID 1477, 2009; also: % of control where 0% means no effect
Target sequence (Q01196 whole entry, looked up): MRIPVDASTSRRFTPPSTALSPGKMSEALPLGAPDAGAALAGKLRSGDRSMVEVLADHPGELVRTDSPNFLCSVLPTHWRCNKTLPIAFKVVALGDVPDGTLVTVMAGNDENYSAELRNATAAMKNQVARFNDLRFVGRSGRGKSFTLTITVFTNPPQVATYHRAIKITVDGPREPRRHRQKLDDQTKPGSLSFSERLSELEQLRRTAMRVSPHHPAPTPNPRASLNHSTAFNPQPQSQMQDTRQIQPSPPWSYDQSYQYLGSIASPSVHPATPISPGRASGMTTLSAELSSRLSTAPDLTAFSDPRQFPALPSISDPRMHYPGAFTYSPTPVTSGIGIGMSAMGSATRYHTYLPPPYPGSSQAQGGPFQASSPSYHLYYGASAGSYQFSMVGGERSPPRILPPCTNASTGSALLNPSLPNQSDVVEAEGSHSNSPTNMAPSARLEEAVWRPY
Target sequence (Q13951 whole entry, looked up): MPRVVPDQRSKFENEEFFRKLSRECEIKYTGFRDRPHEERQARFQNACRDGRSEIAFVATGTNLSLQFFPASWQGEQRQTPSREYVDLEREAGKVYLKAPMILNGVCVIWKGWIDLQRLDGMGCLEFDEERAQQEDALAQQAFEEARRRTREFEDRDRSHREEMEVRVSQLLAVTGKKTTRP
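Proteins preincubated together for 20 min at RT before compound addition; 15 min later, nickel and streptavidin beads were added and left 90 min prior to AlphaScreen measurement.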
GAA glycogen = qHTS Assay for Inhibitors and Activators of Human alpha-Glucosidase Cleavage of Glycogen; 300,000 tested, 0.38% active; Lysosomal alpha-glucosidase (Homo sapiens), P10253; Potency, µM (doses to about 76.4 µM), without a hit: top-dose activity change, negative = inhibition, actives largely listed as inhibitors; recombinant GAA, glycogen substrate, Amplex Red glucose oxidase fluorescence;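 also: potency is read from the fitted curve at half-maximal effect; 0% = full enzyme reaction and -100% = no-enzyme basal signal; the screen sought inhibitors and activators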
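qHTS, 1536-well; enzyme 4 nM final; cpd up to 77 uM; substrate bovine liver glycogen 30 ug; 50 mM citrate/phosphate pH 5.0, 0.01% Tween-20; 37 C, 40 min; Amplex Red detection 45 min RT; Hill fit → AC50.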
GAA inh = qHTS Assay for Inhibitors of Human alpha-Glucosidase as a Potential Chaperone Treatment of Pompe Disease. 200,000 tested, 0.005% active. purified human GAA, 4-MU-alpha-glucoside fluorescence. AID 1466, 2008. Potency, µM (top dose mostly 76.9 µM), for inactives: at the highest dose activity change, negative = inhibition, actives largely listed as inhibitors. Lysosomal alpha-glucosidase (Homo sapiens), P10253;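 also: potency is read from the fitted curve at half-maximal effect; plate controls were uninhibited enzyme wells for no effect and no-enzyme background for full effect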
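AC50 values come from Hill fits of compound titrations (up to 77 uM) against 4 nM human enzyme. Substrate 4-methylumbelliferyl-alpha-D-pyranoside at 400 uM, pH 5.0 citrate buffer, 20 min room temperature; fluorescence Ex 365/Em 440 after alkaline stop.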
HTT ATP protect = qHTS Multiplex Assay to Identify Dual Action Probes in a Cell Model of Huntington: Cytoprotection (ATP). PC12 HTT-Q103 induced, cytoprotection, ATP luminescence, 40 h. Potency, µM (series often up to 56.4 µM), inactives show cytoprotection (ATP increase), usual class: activators. 230,000 tested, 0.14% active;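 also: potency is read from the fitted curve at half-maximal effect; % of control where 0% means no effect; nearly all actives have a fitted effect of over 45% in size; toxic huntingtin expression switched on by the ecdysone agonist tebufenozide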
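Rat PC12, Q103 Htt exon1-GFP fusion, ecdysone promoter; tebufenozide inducer 100 nM final; compound titration; qHTS, 1500 cells/well; ATPlite luminescent read.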
The depositor's hits bear a star; ? = inconclusive; / = not tested or not shown; [ ] = remark or other dose. Unless noted, calls follow the shape of the dose curve; as a rule, active = well fitted curve in the direction sought with a large enough effect; inconclusive = small, poorly fitted or top-dose-only effect, or another doubt; inactive = no such curve, though single readings can be large; an effect the other way counts as inactive or inconclusive. Hits appear at their usual frequency; overall some 1.5% were active at least once.

Every second line gives: GAA spleen mod	HTT aggregate	Lamin A splicing	CBFb-RUNX1 inh	GAA glycogen	GAA inh	HTT ATP protect
Cc1ccc2c(c1)-c1c(cnn1CC(=O)O)CO2
  -6%	-7%	7%	2%	7%	8%	20%
Cc1ccnc(N2CCC(C(=O)Nc3ccc(Oc4ccccc4)cc3)CC2)n1
  -4%	12%	4%	2%	9%	-1%	1%
Cc1ccc(S(=O)(=O)N2CCOCC2)cc1NC(=O)c1cc(-c2ccccn2)nc2ccccc12
  -4%	-11%[9.22 µM]	/	-3%	-3%	?	7%[10 µM]
Cc1ccc2c(COC(=O)c3c(C)noc3C)cc(=O)oc2c1
  2%	1%	-2%[46 µM]	-11%	-8%	-4%	-35%[inhibitor]
O=C(Nc1nnc(C(F)(F)F)s1)c1ccc(N2C(=O)C3C4C=CC(C4)C3C2=O)cc1 (stereo not drawn)
  -4%	-27%	?	0%	-5%	-1%	-26%
O=C(O)c1cccnc1Sc1ccc(Cl)cc1
  -7%	26%	-9%[46 µM]	13%	-3%	-1%	21%[10 µM]
COc1cc2c(cc1OC)C(c1ccncc1)CC(=O)N2 (stereo not drawn)
  2%	13%	1%	0%	5%	?	2%
O=C(CCSc1nnc(-c2ccco2)o1)Nc1ccc(F)cc1
  /	8%	/	8%	-1%	-13%	-25%
CCOC(=O)Cn1nnnc1C
  5%	3%	/	-6%	5%	3%	-15%
N#Cc1cccc(-c2nc(NCc3cccnc3)c3ccccc3n2)c1
  3%	/	6%	/	/	/	-79%[inhibitor]
O=C(Nc1cc(C(=O)N2CCCC2)ccc1N1CCCC1)C1CC1
  1%	3%	-2%	6%	?	-4%	16%[1.9 µM]
c1cnc(Oc2ccc(-c3nnco3)cc2)cn1
  5%	-4%	-4%	12%	-12%	-9%	3%
CC(OC(=O)c1ccccc1O)C(=O)Nc1cccc(Cl)c1 (stereo not drawn)
  3%	4%	?	-2%	4%	1%	-38%[inhibitor]
O=C(/C=C/c1ccnc2ccccc12)c1cccs1
  -2%	?	/	-1%	23%	?	-181%[inhibitor]
CC(C)CCn1c(SCC(N)=O)nc2c1c(=O)n(C)c(=O)n2C
  -4%	-6%	2%	3%	2%	-5%	-20%
O=C1CN(C(=O)COC(=O)C23CC4CC(CC(O)(C4)C2)C3)c2ccccc2N1
  -9%	-11%	-1%	6%	0%	4%	-7%[0.074 µM]
O=S(=O)(N/N=C/c1c(F)cccc1Cl)c1ccccc1
  -20%	?	-2%	14%	-9%	?	-12%
O=C(Nc1ncc(Br)s1)C1CCCN1S(=O)(=O)c1cccc2cccnc12 (stereo not drawn)
  1%	23%	-3%	6%	-6%	4%	-23%
C/C(=N\Nc1cccc(C(=O)O)c1)c1ccc(Cl)s1
  -20%	-6%	/	?	?	-12%	-21%
COCCOC(=O)C(C#N)c1nc2ccccc2nc1N1CCN(Cc2ccccc2)CC1 (stereo not drawn)
  -5%	-7%	-2%	-3%	1%	-3%	-36%[0.074 µM]
Cc1ccc(/C=N/Nc2nc3ccccc3[nH]2)s1
  2%	7%	-12%	-2%	28µM*	-6%	-37%[1.9 µM]
CCOC(=O)CSc1nnc(CNC(=O)c2cccc(C)c2)n1-c1ccccc1OC
  5%	0%	-6%	0%	2%	-4%	9%
COC(=O)[C@H](CC(C)C)NC(=O)CCc1nnc(COc2ccccc2)o1
  -2%	-6%[9.22 µM]	/	4%	-4%	/	-9%[10 µM]
COc1cc(-c2nc(CN3CCN(CC(C)C)C(=O)[C@@H]3C)c(C)o2)ccc1F
  -3%	8%[9.22 µM]	/	-5%	-21%	?	-6%[10 µM]
COc1ccc([N+](=O)[O-])cc1N(CC(=O)N1CCOCC1)S(C)(=O)=O
  2%	10%[9.22 µM]	/	-3%	-5%	13%	-3%
CCN1/C(=C2\SC(=S)N(Cc3ccccc3)C2=O)Sc2ccccc21
  -5%	5%	-9%	1%	2%	3%	27%[10 µM]
Brc1cc2c(cc1/C=N/Nc1nc(N3CCOCC3)nc(N3CCOCC3)n1)OCO2
  -22%	7%	-1%	-2%	-7%	1%	1%[10 µM]
COC(=O)N1CC(=O)N(OC)C1c1ccc(Cl)cc1Cl (stereo not drawn)
  3%	-17%	4%	2%	0%	6%	23%
COc1ccc(CN(C(=O)c2cccs2)c2nccs2)cc1OC
  -4%	-17%	-13%	-1%	0%	?	2%[10 µM]
CC(=O)c1ccc(NC(=O)c2ccccc2Sc2ncnc3sc(C)c(C)c23)cc1
  -6%	41%	7%	4%	5%	-3%	12%[10 µM]
Cc1ccc(S(=O)(=O)/N=C(/NC(=S)Nc2cccc(C)c2)c2ccccc2)cc1
  -15%	-5%	-3%	-4%	10%	-2%	1%
COc1ccc(NC(=O)C(Br)C(C)C)cc1 (stereo not drawn)
  -20%	0.89µM*	/	-3%	-10%	1%	-29%
C/C(=N\NC(=O)C(=O)Nc1cc(C)ccc1C)c1ccncc1
  5%	1%[9.22 µM]	/	2%	2%	/	4%[10 µM]
CCN(CC)CCNC(=O)c1ccccc1N
  3%	-1%	-1%	9%	4%	7%	11%
O=C(C1CCCN1C(=O)c1cccs1)N1CCN(Cc2ccc3c(c2)OCO3)CC1 (stereo not drawn)
  8%	0%	?	4%	3%	-14%	-6%[10 µM]
CSc1ccccc1NC(=O)c1ccc(Br)o1
  -1%	8%	24%	3%	5%	1%	-3%
Cc1cc(OCC(=O)O/N=C(\N)c2ccccc2)ccc1Br
  0%	-5%	1%	13%	-8%	-6%	/
COc1ccccc1NC(=O)N1CCCC1C(=O)NC1CCCCC1 (stereo not drawn)
  -2%	6%	5%	8%	-7%	2%	10%[10 µM]
CC(=O)Nc1ccccc1C(=O)C(=O)Nc1cccc(C(=O)NCc2ccc(C)cc2)c1
  -7%	18%	?	-1%	12%	3%	19%[10 µM]
Cc1ccsc1C(=O)c1sccc1C
  5%	2%	7%	10%	0%	-6%	/

Individual results from the results shown.
For GAA spleen mod, CSc1ccccc1NC(=O)c1ccc(Br)o1 is listed with -1%
For HTT aggregate, CCN1/C(=C2\SC(=S)N(Cc3ccccc3)C2=O)Sc2ccccc21 is listed with 5%

The results go on:
Every second line gives: GAA spleen mod	HTT aggregate	Lamin A splicing	CBFb-RUNX1 inh	GAA glycogen	GAA inh	HTT ATP protect
COc1cc(/C=N/n2c(=S)[nH]nc(C)c2=O)cc([N+](=O)[O-])c1O
  4%	-5%[9.22 µM]	/	4%	9%	8%	-4%[10 µM]
CN(C(=O)COc1ccc(Cl)cc1)c1nnc(C23CC4CC(CC(C4)C2)C3)s1
  -2%	-18%[9.22 µM]	/	7%	6%	/	2%[10 µM]
COc1ccc(OCCCn2cc(/C=C3/C(=N)N4C=C(C)SC4=NC3=O)c3ccccc32)cc1
  0%	-22%	8%	16%	-4%	-2%	21%[10 µM]
Cc1ccc2c(CC(=O)NCc3ccco3)coc2c1C
  -2%	-4%	?	-18%	-14%	0%	-23%[10 µM]
CCN(CC)c1ccc(C(=O)N/N=C(\C)c2ccc(O)cc2)cc1
  4%	27%	?	-4%	3%	?	/
C#CCOCCOCCOCCNc1nc(N2CCOCC2)nc(N2CCN(C(=O)[C@H]([C@@H](C)CC)n3cc(CCCCN)nn3)CC2)n1
  -22%	15%	?	-3%[2.36 µM]	0%	-2%	/
O=C(OCCCN=C1NS(=O)(=O)c2ccccc21)C1CC(=O)N(c2ccc(Cl)cc2)C1 (stereo not drawn)
  -17%	7%	5%	4%	1%	5%	36%[10 µM]
CCOC(=O)c1nnc(-c2ccccc2)nc1N1CC(C)OC(C)C1 (stereo not drawn)
  -6%	-7%[9.22 µM]	/	-2%	-16%	-14%	-44%[inhibitor]
Cc1ccc(C(C(=O)NCc2ccc(F)cc2)N(CCCO)C(=O)C2COc3ccccc3O2)o1 (stereo not drawn)
  -8%	8%[9.22 µM]	8%[46 µM]	4%	5%	4%	13%[10 µM]
Cc1ccc(NS(=O)(=O)c2sc3ccc(Cl)cc3c2C)cc1
  -21%	19%[9.22 µM]	/	7%	3%	/	-55%[inhibitor][10 µM]
CCOC(=O)c1nnn(-c2ccccc2C#N)c1C
  -5%	7%	4%	1%	-5%	-10%	4%
CCOc1ccc(CN(C)CC(=O)Nc2cc(OC)c([N+](=O)[O-])cc2C)cc1
  0%	-8%	?	4%	5%	1%	1%[10 µM]
C/C(=N/OC(=O)C1CC1)c1cc(-c2ccc(Cl)cc2)no1
  3%	5%	/	21%	-1%	2%	-25%
Cc1ccc(C2/C(=C(/O)c3ccc(Cl)cc3)C(=O)C(=O)N2CC2CCCO2)o1 (stereo not drawn)
  -33%	-12%	-3%	2%	-2%	-3%	-1%
CCN(CC)S(=O)(=O)c1ccc(Cc2ncc(C(F)(F)F)cc2Cl)s1
  -6%	-72%	?	8%	-14%	-9%	-17%
CCCCn1nnc(NC(=O)Cc2ccc(Cl)cc2)n1
  -3%	-21%	-3%	-1%	4%	11%	2%
COc1cccc(Cn2c(=O)c(-c3cn(C)c4ccccc34)nc3cnc(N4CCNCC4)nc32)c1
  5%	/	?	/	/	/	-113%[inhibitor]
O=C(COc1ccc([N+](=O)[O-])cc1)Nc1ccncc1
  -2%	9%	/	?	28%	-1%	/
O=C1C2C3C=CC(C3=C3CCCCC3)C2C(=O)N1Cc1ccccc1 (stereo not drawn)
  3%	-11%	?	5%	2%	-4%	14%
CCCc1cc(=O)oc2cc(OCc3cccc(OC)c3)c(Cl)cc12
  -5%	20%	-8%	-1%	8%	3%	-13%[10 µM]
